BLM inh: inhibitors of human Bloom syndrome helicase BLM; Potency, µM (highest dose often 56.1 µM), for inactives: top-dose activity change, negative = inhibition, usual class: inhibitors; AID 2528; 0.2% of 350,000 active; P54132; recombinant BLM DNA unwinding, fluorescence dequenching;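 note: potency is the fitted concentration of half-maximal effect; plate controls were vehicle for no effect and no enzyme for full effect; nearly all actives have a fitted effect of over 35% in size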
Pol iota inh: DNA polymerase iota (human) inhibition; Q9UNA4; Pol iota fluorescent replication assay, 10 min; Potency, µM (titrated, usually from 115 µM), inactives show at the top dose activity, negative = inhibition, hits mostly inhibitors; 1% of 390,000 active; note: potency is the fitted concentration of half-maximal effect
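Pol iota at 10 nM preincubated 15 min with compounds at room temperature; reaction started with fluorescent substrate, 50 nM final. Fluorescence read kinetically at 0 and 10 min; buffer-only wells as negative control.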
Pol beta inh: DNA polymerase beta (human) inhibition. Pol beta primer extension/strand displacement, fluorescence kinetic. Potency, µM (titrated, usually from 114 µM), without a hit: top-dose activity change, negative = inhibition, usual class: inhibitors. 1.3% of 340,000 active; note: potency is the fitted concentration of half-maximal effect; % is set by controls: 0 for no effect and ±100 for the full control effect
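Pol beta (10 nM) and compounds were preincubated 15 min at room temperature, then 50 nM substrate (final) started primer extension/strand displacement. Reads were taken at 0 and 10 min; concentration-response data were fitted to a four-parameter Hill equation.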
Apoferritin bind: candidate novel general anesthetic via apoferritin binding; apoferritin/1-aminoanthracene competitive binding, fluorescence; Potency, µM (doses to about 77.5 µM), for inactives: at the top dose activity change, negative = displacement, hits mostly inhibitors; 0.074% of 350,000 active; note: potency is the fitted concentration of half-maximal effect; % is set by controls: 0 for no effect and ±100 for the full control effect; nearly all actives have a fitted effect of over 20% in size
Target sequence (P02791 2-175 limits assumed): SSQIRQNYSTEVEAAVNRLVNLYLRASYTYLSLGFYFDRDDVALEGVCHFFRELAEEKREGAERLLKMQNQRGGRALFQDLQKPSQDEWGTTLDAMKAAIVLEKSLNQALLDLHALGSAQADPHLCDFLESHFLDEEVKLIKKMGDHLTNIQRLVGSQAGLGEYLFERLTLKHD
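10 uM apoferritin + 50% sat. 1-AMA, PBS; cpd 10 min RT; Ex380/Em535 endpoint; normalized to free probe vs complex; 4-param Hill fit; propofol titration as pos. ctrl.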
APEX1 inh: inhibitors of human APE1 endonuclease; P27695; recombinant APE1, TAMRA/BHQ-2 abasic DNA cleavage fluorescence; Potency, µM (series often up to 65.8 µM), without a hit: at the highest dose activity change, negative = inhibition, actives largely listed as inhibitors; 0.35% of 350,000 active; AID 2517;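 note: potency is the fitted concentration of half-maximal effect; plate controls were vehicle for no effect and reference inhibitor for full effect; nearly all actives have a fitted effect of over 55% in size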
Target sequence (P27695 whole entry, looked up): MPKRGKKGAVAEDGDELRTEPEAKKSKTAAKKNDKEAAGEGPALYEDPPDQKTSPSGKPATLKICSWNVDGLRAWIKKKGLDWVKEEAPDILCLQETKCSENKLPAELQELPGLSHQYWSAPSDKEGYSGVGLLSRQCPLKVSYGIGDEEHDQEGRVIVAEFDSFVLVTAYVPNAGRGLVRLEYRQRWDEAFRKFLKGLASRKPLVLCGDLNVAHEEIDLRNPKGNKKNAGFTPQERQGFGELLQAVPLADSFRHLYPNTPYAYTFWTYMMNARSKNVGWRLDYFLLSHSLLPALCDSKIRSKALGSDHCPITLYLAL
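Kinetic fluorescence read (525 ex/598 em nm, three reads 60 s apart) of AP-site incision; signal = third minus first read. Enzyme 0.75 nM, dual-labelled THF duplex 50 nM, compound preincubation 15 min RT.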
Pol kappa inh: DNA polymerase kappa (human) inhibition; Q9UBT6; Potency, µM (doses to about 107 µM), for the others: at the highest dose activity, negative = inhibition, usual class: inhibitors; 0.53% of 400,000 active; purified Pol kappa, fluorescent DNA synthesis assay, 10 min; note: potency is the fitted concentration of half-maximal effect; % is set by controls: 0 for no effect and ±100 for the full control effect
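Enzyme at 10 nM met test compounds for 15 min at room temperature. Substrate addition (50 nM final) began the reaction, which was monitored by fluorescence at 0 and 10 min.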
Tb PGK inh: blocks T. brucei phosphoglycerate kinase; PGK/GAPDH coupled, Kinase-Glo luminescence, 60 min; Potency, µM (titrated, usually from 57.5 µM), inactives show at the top dose activity change, negative = inhibition, hits mostly inhibitors; 0.043% of 380,000 active; AID 602233; note: potency is the fitted concentration of half-maximal effect; % is set by controls: 0 for no effect and ±100 for the full control effect; nearly all actives have a fitted effect of over 60% in size
Target sequence (P07378 whole entry, looked up): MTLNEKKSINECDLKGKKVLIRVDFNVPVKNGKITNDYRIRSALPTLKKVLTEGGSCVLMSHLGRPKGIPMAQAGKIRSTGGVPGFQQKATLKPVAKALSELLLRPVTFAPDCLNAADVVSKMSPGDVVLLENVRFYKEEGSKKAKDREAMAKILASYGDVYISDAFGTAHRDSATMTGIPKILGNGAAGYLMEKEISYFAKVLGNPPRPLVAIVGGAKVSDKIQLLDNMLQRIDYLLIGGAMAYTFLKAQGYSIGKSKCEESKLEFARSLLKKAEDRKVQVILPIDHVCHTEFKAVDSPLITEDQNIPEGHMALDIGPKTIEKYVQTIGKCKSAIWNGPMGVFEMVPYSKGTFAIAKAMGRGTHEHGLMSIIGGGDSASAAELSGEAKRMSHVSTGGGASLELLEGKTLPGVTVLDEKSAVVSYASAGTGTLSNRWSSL
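Luminescent ATP detection (Kinase-Glo Plus) follows a 60-minute room-temperature incubation, with wells lacking PGK as controls. Buffer: 100 mM TEA (pH 7.6), 5 mM MgCl2, 0.01% Tween-20. Coupling enzyme GAPDH (100 nM final) supplies unstable 1,3-BPG in-well.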
RXFP1 antag: blocks the human relaxin receptor RXFP1. Q9HBX9. 0.59% of 350,000 active. activity change, negative = inhibition, % at 57.5 µM. HEK293-RXFP1, relaxin-stimulated cAMP HTRF, 30 min; active compounds read low;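 active = activity change of -60% or lower, but not beyond a set lower limit; inconclusive = change between -60% and -40%, or beyond the set limit; inactive = change above -40%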; note: % is set by controls: 0 for no effect and ±100 for the full control effect
POLH inh: inhibitors of human DNA polymerase eta. Q9Y253. 1.2% of 390,000 active. recombinant Pol eta, fluorescent DNA replication assay. Potency, µM (titrated, usually from 114 µM), for inactives: at the top dose activity change, negative = inhibition, most hits filed as inhibitors. AID 588591; note: potency is the fitted concentration of half-maximal effect; % is set by controls: 0 for no effect and ±100 for the full control effect
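Pol eta at 10 nM preincubated with compounds 15 min at room temperature; reaction started with fluorescent substrate (50 nM final) and read kinetically at 0 and 10 min.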
Starred values were filed as active, the others as inactive; i = inactive; ? = inconclusive; . = no result given; [ ] = remark or other dose. Unless noted, calls come from the whole dose curve; as a rule, active = well fitted curve in the direction sought with a large enough effect; inconclusive = small, poorly fitted or top-dose-only effect, or another doubt; inactive = no such curve, though single readings can be large; an effect the other way counts as inactive or inconclusive.

SMILES	BLM inh	Pol iota inh	Pol beta inh	Apoferritin bind	APEX1 inh	Pol kappa inh	Tb PGK inh	RXFP1 antag	POLH inh
CCC(NC(=O)c1ccccc1Br)c1ccccc1 (stereo not given)	-2%	78%[activator]	2%	-13%	-2%	-13%	4%	4	1%
O=C(N/N=C\c1ccc(F)cc1)c1cc(OCC(F)(F)F)ccc1OCC(F)(F)F	-3%	-14%	5%	?	-7%	1%	-2%	-7	-2%
Cc1ccc(Cl)cc1NC(=O)c1cnn2c(C(F)F)cc(-c3ccccc3)nc12	2%	39%[activator]	?	0%	.	-7%[60.1 µM]	10%	-8	-10%
CCOC(=O)C1CCN(c2cc(=O)n(-c3ccc(OC)cc3)c(=O)[nH]2)CC1	-2%	6%	-19%	2%	-2%	4%	0%	.	-9%
CN(C)S(=O)(=O)c1cccc(C(=O)N(Cc2ccc(F)cc2)Cc2ccco2)c1	-6%	3%	-13%	-13%	7%	-22%	-2%	4	0%
CCN(CC)CCNC(=O)c1cc2cc(Br)ccc2s1	49%[activator]	57%[activator]	11%	-13%	-4%	12%	5%	-7	1%
CCOC(=O)C1CCN(C(=O)CCCn2nc(C)c3c(C)n(-c4ccc(C)cc4)nc3c2=O)CC1	-4%	8%	18%	-6%	23%	5%	-4%	24	5%
CCCn1c(C)cc(C(=O)COC(=O)c2ccc[nH]c2=O)c1C	-1%	8%	12%	-2%	3%	6%	1%	-14	-12%
CC(C)CC(NC(=O)C1CCC(C)CC1)C(=O)NCCN1CCOCC1 (stereo not given)	-3%	82%[activator]	9%	-5%	29%	-7%	-6%	-4	-19%
CCCc1cc(=O)oc2cc(OC(C)C(=O)NC3CC(C)(C)NC(C)(C)C3)ccc12 (stereo not given)	3%	8%	14%	-7%	-1%	-5%	i	-18	-14%
C[C@H]1COC(=O)[C@H](CC(=O)OC(C)(C)C)C/C=C\C[C@@H](CC(=O)N(CCO)Cc2ccccc2)C(=O)N1	.	9%	.	.	?	-5%	-9%	.	3%
CCOC(=O)CNC(=O)CCc1nnc2ccc(N3CCC(C)CC3)nn12	-3%	-7%	18%	6%	32%	0%	.	2	-3%
COc1ccc(C(=O)NCc2nnc(SCC(=O)N3CCOCC3)o2)cc1OC	0%	19%	0%	-2%	6%	4%	-4%	-5	15%
O=C(NCCc1ccc(Cl)cc1)C(=O)NCC(c1cccs1)S(=O)(=O)c1cccs1 (stereo not given)	-6%	-14%	4%	-11%	.	-5%[60.1 µM]	16%	-4	-19%
Cc1cccc(N2C(=O)C3C4CC(C(Br)C4Br)C3C2=O)n1 (stereo not given)	0%	7%	40%	?	-2%	-1%	-4%	5	1%

2 of these compounds, set out differently.
molecule,BLM inh,Pol iota inh,Pol beta inh,Apoferritin bind,APEX1 inh,Pol kappa inh,Tb PGK inh,RXFP1 antag,POLH inh
CN(C)S(=O)(=O)c1cccc(C(=O)N(Cc2ccc(F)cc2)Cc2ccco2)c1,-6%,3%,-13%,-13%,7%,-22%,-2%,4,0%
CCOC(=O)C1CCN(c2cc(=O)n(-c3ccc(OC)cc3)c(=O)[nH]2)CC1,-2%,6%,-19%,2%,-2%,4%,0%,.,-9%

(continued)
SMILES	BLM inh	Pol iota inh	Pol beta inh	Apoferritin bind	APEX1 inh	Pol kappa inh	Tb PGK inh	RXFP1 antag	POLH inh
CN(C)/N=C/C=C1\CCC/C(=C/c2cccs2)C1=O	0%	?	14%	-8%	-4%	8%	-8%	-6	-3%
CCOC(=O)C1CCCN(C(=O)CNC(=O)c2ccc(Br)o2)C1 (stereo not given)	.	-2%	.	.	11%	-17%	4%	8	0%
N/C(=N\OC(=O)/C=C/c1ccc(Br)cc1)c1ccccn1	-13%	0%	-21%	-7%	3%	-13%	-9%	-11	-12%
COc1ccc(OCc2cc(C(=O)NCCN3CCCc4ccccc43)no2)c(Cl)c1	-5%	-6%	1%	?	-16%	-5%	1%	-16	-25%
CC1CC(C)(C)NCc2ccccc21 (stereo not given)	-5%	16%	27%	-7%	-1%	-16%	-5%	-2	-12%
O=C1CC(C(=O)N2CCN(Cc3ccccc3)CC2)CN1Cc1ccccc1 (stereo not given)	.	47%[activator]	.	.	-8%	-21%	14%	-6	-11%
OCCc1ccc(O)cc1	.	10%	.	.	9%	-5%	-2%	.	-18%
CCCOCC(O)CC(CC)C(=O)NNC(=S)Nc1ccccc1 (stereo not given)	-4%	31%[activator]	7%	-3%	-2%	-6%	-3%	19	8%
CCOC(=O)/C(N=Nc1ccc(F)cc1)=C(/O)c1ccc([N+](=O)[O-])cc1	-1%	71%[activator]	28%	-7%	5%	-17%	-2%	-3	5%
C=CCOc1ccc(S(C)(=O)=O)cc1	-1%	12%	40%	6%	-2%	6%	i	-2	-12%
CCN=C1S/C(=C\c2cc(OCC)c(O)cc2Br)C(=O)N1CC	6%	4%	?	7%	1%	-19%	-3%	9	-10%
COc1ccc(C2CC(c3ccc(Br)cc3)=NN2C(=O)c2cccnc2)cc1 (stereo not given)	-10%	-1%	1%	-14%	0%	-3%	4%	?	-25%
CCOC(=O)c1cc(CC)sc1NC(=O)C(c1ccccc1)c1ccccc1	-10%	9%	30%	-6%	3%	-7%	3%	0	3%
Cc1cc(C)c(C)c(C(=O)C(=O)c2ccccc2)c1	.	11%	.	.	.	-9%	2%	0	-18%
NC(=O)COC(=O)c1ccc(Oc2ccccc2)cc1	-1%	10%	3%	-7%	-7%	-3%	-7%	-6	-5%
C[C@@H](NC(=O)c1[nH]cnc1C(=O)Nc1ccc(Cl)cc1)c1ccccc1	.	-10%	.	.	-11%	-8%	-2%	.	-13%
COc1ccc(/C(N)=N/OC(=O)C2CCC(=O)N2S(=O)(=O)c2ccc(C)cc2)cc1 (stereo not given)	-6%	2%	26%	2%	-5%	-11%	4%	7	-17%
Cc1ccc(C)c(/C(O)=C2\C(=O)C(=O)N(Cc3cccnc3)C2c2cccnc2)c1 (stereo not given)	-1%	13%	?	-7%	3%	-8%	-10%	5	-16%
Nc1c(C(=O)NCC2CCCO2)c2nc3ccccc3nc2n1/N=C/c1ccncc1 (stereo not given)	.	26%	.	.	.	4%	0%	16	-2%
Cc1cc(C)c(S(=O)(=O)NCC(=O)NCc2cc(=O)n(C)c(=O)n2C)c(C)c1	-2%	-8%	31%	-3%	-4%	-10%	-5%	40	-3%
CCc1cccc(NC(=O)C(Cc2ccccc2)NS(=O)(=O)c2ccc3c(c2)c(=O)n(C)c(=O)n3C)c1 (stereo not given)	-4%	-22%	5%	2%	.	-8%	-10%	.	-6%
CC(=O)N(CC1CCCO1)c1nnc(-c2cnccn2)s1 (stereo not given)	-10%	-2%	0%	?	3%	-12%	0%	15	5%
CCN(C(=O)COC(=O)c1cc(S(=O)(=O)Nc2c(C)n(C)n(-c3ccccc3)c2=O)ccc1Cl)C1CCCCC1	2%	34%[activator]	-17%	-18%	-2%	-11%	8%	0	-4%
Cc1nc2ccccc2n1CC(O)COc1ccc(C(=O)O)cc1 (stereo not given)	1%	-1%	39%	-8%	.	-5%	11%	1	-7%
CCOC(=O)c1noc2ncn(CC(=O)Nc3ccc(C)c(F)c3)c(=O)c12	2%	-12%	5%	-3%	.	-10%[60.1 µM]	-5%	.	2%
CCC[C@@H](CN1CCC[C@H]1CN1C(N)=NC[C@H]1C(C)C)N1C[C@@H]([C@H](C)CC)N(CCCC2CCCC2)C1=N	.	-19%	.	.	-29%	-22%	-4%	.	-4%
O=C(Nc1cnn(Cc2ccccc2)c1)NC12CC3CC(CC(C3)C1)C2	-11%	8%	1%	16µM*	-3%	-1%	-1%	-13	6%
COc1ccc2c(c1OC)C(=O)OC2Nc1nc(-c2ccc([N+](=O)[O-])cc2)cs1 (stereo not given)	-1%	?	21%	0%	0%	-21%	-3%	4	-7%
CCOc1ccc(-n2nnnc2SCC(=O)Nc2cccc(O)c2)cc1	-6%	2%	19%	10%	18%	-8%	-1%	4	-10%
COc1ccccc1CNC(=O)CCCn1c(=O)c2ccccc2n(Cc2ccc(C)cc2)c1=O	-9%	-5%	25%	4%	.	3%	-1%	.	-6%

By substructure, the compounds so far containing a furan ring, fused or not
SMILES	BLM inh	Pol iota inh	Pol beta inh	Apoferritin bind	APEX1 inh	Pol kappa inh	Tb PGK inh	RXFP1 antag	POLH inh
CN(C)S(=O)(=O)c1cccc(C(=O)N(Cc2ccc(F)cc2)Cc2ccco2)c1	-6%	3%	-13%	-13%	7%	-22%	-2%	4	0%
CCOC(=O)C1CCCN(C(=O)CNC(=O)c2ccc(Br)o2)C1 (stereo not given)	.	-2%	.	.	11%	-17%	4%	8	0%

(further entries)
SMILES	BLM inh	Pol iota inh	Pol beta inh	Apoferritin bind	APEX1 inh	Pol kappa inh	Tb PGK inh	RXFP1 antag	POLH inh
NS(=O)(=O)c1ccc(CCNC(=O)CCCC2=NS(=O)(=O)c3ccccc3N2)cc1	-1%	20%	9%	-16%	-1%	-16%	-2%	-5	0%
COCCNC(=O)Cn1c(=O)n(Cc2ccc(C(=O)NCc3ccco3)cc2)c(=O)c2ccccc21	-9%	28%	4%	-19%	8%	-13%	-10%	-9	-13%
CCN(CC)c1nc(OC)nc(-n2nnc(C(C)=O)c2C)n1	-1%	0%	1%	-15%	2%	-3%	10%	5	-3%
COc1ccc(-c2c3c(nc4sc(C(=O)Nc5ccc(Cl)cc5)c(N)c24)CC(C)(C)CC3=O)cc1	-11%	-1%	6%	-5%	.	-16%	.	6	.
COC(=O)c1cc(C(=O)OCC(=O)NC(=O)c2ccccc2)cc([N+](=O)[O-])c1	.	41%[activator]	.	.	-4%	-1%	i	-3	-4%
CN(C)C(CNC(=O)CNC(=O)Cc1cccc2ccccc12)c1ccccc1 (stereo not given)	-8%	24%	-9%	-14%	-22%	-5%	8%	-1	-3%
O=C(c1ccccc1)N1CCN(C(=O)c2ccc(OC(F)(F)F)cc2)CC1	1%	6%	8%	-8%	-4%	-1%	1%	-5	2%
O=C(CCNC(=O)Cn1ccc2ccccc2c1=O)NCCc1ccc(Cl)cc1	-11%	31%[activator]	0%	1%	4%	4%	-1%	-16	-13%
O=C(NNC(=O)C1C2CCCCC21)c1coc(=O)c(Br)c1 (stereo not given)	-3%	45µM*	?	-6%	?	?	4%	4	50µM*
CS(=O)(=O)c1nc(-c2ccccc2)cc(-c2ccccc2)c1C#N	-11%	-6%	10%	-20%	-5%	13%	-7%	-31	-8%

The list is partial; rates above refer to the full screens.
